Screening data: PubChem, National Center for Advancing Translational Sciences (NCATS)
HepG2 viability = qHTS for Inhibitors of TGF-b: Cytotox Counterscreen. HepG2 CAGA-GFP viability, ATP luminescence, 18 h. Potency, µM (doses to about 46.1 µM), inactives show top-dose activity change, negative = cytotoxicity, most hits filed as cytotoxic. 410,000 compounds, 0.76% hits; further: potency means the concentration at half of the fitted maximal effect; some results filed as inactive show a strong effect at the top dose
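HepG2 CAGA-GFP cells (1000/well, DMEM with 1% FBS) received compound, then TGF-beta at 500 pg/mL final, and were incubated 18 hours at 37 degrees C. Viability was read by CellTiter-Glo luminescence. Media-only wells were set as complete cell-killing and DMSO as no toxicity.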
MCF10A rerep = A quantitative high throughput screen for small molecules that induce DNA re-replication in MCF 10a normal breast cells. MCF 10A DNA re-replication, Hoechst nuclear intensity, 48 h. Potency, µM (titrated, usually from 46.1 µM), for inactives: at the top dose activity, positive = re-replication, hits mostly activators. 350,000 compounds, 2.9% hits. AID 624296, 2012; further: potency means the concentration at half of the fitted maximal effect; % of control where 0% means no effect; nearly all actives have a fitted effect of over 50% in size
IL-1B inflam inh = qHTS for Inhibitors of Inflammasome Signaling: IL-1-beta AlphaLISA Primary Screen | THP-1 LPS/ATP IL-1B secretion, AlphaLISA, 16 h; hits give low values | activity change, % at 57.5 µM | 360,000 compounds, 4.7% hits; in the data active means activity change below about -50%; inconclusive means mostly about -30% to -49%; further: on the % scale 0 is the no-effect control and ±100 the full control effect
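THP-1 cells pretreated 1 hr with compounds (up to 57.5 uM final), then stimulated with LPS (250 ng/mL final) plus ATP (1.25 mM final); secreted IL-1B measured by AlphaLISA after 16 hr, decreased signal indicating inhibition.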
HT1080 IDH1KD tx = qHTS for induction of synthetic lethality in tumor cells producing 2HG: qHTS for the HT-1080-IDH1KD cell line; HT-1080 IDH1 knockdown viability, ATP luminescence, 48 h; Potency, µM (top dose mostly 46.1 µM), without a hit: at the highest dose activity, negative = toxicity, most hits filed as cytotoxic; 360,000 compounds, 2% hits; AID 686971, 2013;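 further: potency means the concentration at half of the fitted maximal effect; 0% = DMSO wells and -100% = cell-free medium wells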
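Luminescent ATP read-out (CellTiter-Glo, 10 min at room temperature) after 48 h compound exposure at 37 °C gave viability of IDH1-knockdown HT-1080 cells. Activity was normalised to DMSO and cell-free wells, then fitted as concentration-response curves.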
ATXN2 expr inh = Primary qHTS for Inhibitors of ATXN expression; HEK-293 ATXN2-luciferase reporter, luminescence, 24 h; Potency, µM (highest dose often 57 µM), for the others: at the top dose activity change, negative = inhibition, most hits filed as inhibitors; 360,000 compounds, 0.72% hits; AID 1745845, 2022; further: potency means the concentration at half of the fitted maximal effect; on the % scale 0 is the no-effect control and ±100 the full control effect; nearly all actives have a fitted effect of over 55% in size
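qHTS (up to 57 uM final) was run with 24 h compound exposure of reporter cells at 37 °C. Each well was multiplexed: SteadyGlo luminescence measured ATXN2-luciferase expression after a fluorogenic Gly-Phe-AFC viability readout (25 uM final).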
S2 tox = Viability Counterscreen for Primary qHTS for Inhibitors of ATXN expression; S2 cells (HEK-293 line with an ATXN2-luciferase reporter) viability, CellTiter-Fluor protease fluorescence, 24 h; Potency, µM (doses to about 56.7 µM), hits mostly cytotoxic; 400,000 compounds, 0.49% hits; further: potency means the concentration at half of the fitted maximal effect; nearly all actives have a fitted effect of over 40% in size
SW480 rereplic = A quantitative high throughput screen for small molecules that induce DNA re-replication in SW480 colon adenocarcinoma cells | SW480 DNA re-replication, Hoechst DNA content imaging, 48 h | Potency, µM (highest dose often 46.1 µM), inactives show at the top dose re-replication activation, most hits filed as activators | 340,000 compounds, 1.8% hits; further: potency means the concentration at half of the fitted maximal effect; % of control where 0% means no effect; nearly all actives have a fitted effect of over 55% in size
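Treated cells incubate 48 hr (37 C, 5% CO2), are stained 40 min with Hoechst, and nuclear fluorescence is enumerated; a rise in nuclei with high DNA signal marks re-replication.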
HT1080-NT tox = qHTS for induction of synthetic lethality in tumor cells producing 2HG: qHTS for the HT-1080-NT fibrosarcoma cell line; HT-1080-NT fibrosarcoma viability, CellTiter-Glo ATP luminescence, 48 h; Potency, µM (titrated, usually from 46.1 µM), inactives show at the top dose activity, negative = less viability, actives largely listed as cytotoxic; 360,000 compounds, 1.6% hits; AID 686970, 2013;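 further: NT is the 2HG producing partner of a matched IDH1 knockdown line; potency means the concentration at half of the fitted maximal effect; 0% = DMSO-treated cells and -100% = media-only wells without cells; nearly all actives have a fitted effect of over 55% in size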
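Luminescent CellTiter-Glo readout after 48 hours of compound exposure at 37 degrees C defined viability of HT-1080-NT cells. Activity was normalized to DMSO wells and cell-free media wells; concentration-response curves were fitted and assigned curve classes.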
KB-3-1 cytotox = qHTS assay for MDR1-selective chemotherapeutics: Primary screen using the parental adenocarcinoma cell KB-3-1; Potency, µM (highest dose often 46.1 µM), without a hit: top-dose activity change, negative = cytotoxic, hits mostly cytotoxic; 400,000 compounds, 1.4% hits; KB-3-1 viability, CellTiter-Glo ATP luminescence, 72 h; AID 1347075, 2019; further: potency means the concentration at half of the fitted maximal effect; on the % scale 0 is the no-effect control and ±100 the full control effect; nearly all actives have a fitted effect of over 60% in size
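Cytotoxicity in the drug-sensitive parental line KB-3-1 was scored as loss of CellTiter-Glo luminescence following 72 h incubation with compound. Values come from curve fitting of normalized concentration-response data.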
* hit, by the source's call; i = inactive; u = inconclusive; x = no result given; & = joins results of further samples; [ ] = another dose, or the depositor's remark. Unless noted, the call rests on the fitted dose curve; in most records, active means well fitted curve in the direction sought with a large enough effect; inconclusive means small, poorly fitted or top-dose-only effect, or another doubt; inactive means no such curve, though single readings can be large; an effect the other way counts as inactive or inconclusive. Compounds were not picked by outcome (roughly 8.9% active in at least one column).

SMILES | HepG2 viability | MCF10A rerep | IL-1B inflam inh | HT1080 IDH1KD tx | ATXN2 expr inh | S2 tox | SW480 rereplic | HT1080-NT tox | KB-3-1 cytotox
Cc1nc(SCC(=O)NCc2cccs2)nc(C)c1C | 3% | -6%[9.22 µM] | 37 | 15% | 1% | i | -2% | 11% | 9%
CCOC(=O)CSc1nc(C)c2cc(OC)ccc2n1 | -35% | 14% | -11 | 8% | 36%[activator] | i | -7% | 27% | 16%
O=C(NCc1ccccc1Cl)c1ccc(CS(=O)Cc2ccc(Cl)cc2)o1 (configuration not stated) | -49% | 14% | -18 | -13% | -9% | i | -1% | -4% | -9%
COc1cccc(/C=C2\SC(=O)N(CC(=O)NC3C=CS(=O)(=O)C3)C2=O)c1 (configuration not stated) | -40% | 0% | -99* | -3% | x | u | -9% | -10% | 0%
Cc1ccc(/C=C/C(=O)NC2CCCCCCC2)o1 | -28% | u | -104* | u | 32%[activator] | i | 23µM* | -2% | -19%
COc1ccc(Oc2c(C)oc3c(CN(C)C)c(O)ccc3c2=O)cc1 | 11% | 14% | 2 | 12% | -3% | i | -13% | 18% | 16%
CC(C)N1CC(C(=O)O)CC1=O (configuration not stated) | 7% | 25% | 13 | 39% | -1% | i | -2% | 0% | -1%
O=C(CN1C(=O)NC(c2ccccc2)(c2ccccc2)C1=O)N1CCCCC1 | 0% | 2% | 9 | 13% | -2% | i | u | 7% | 7%
COc1ccc(NC(=O)c2sc3nc4c(cc3c2N)CCCCCC4)cc1 | -62% | x | x | x | u | i | x | x | 0%
O=C(NN=Cc1ccc2c(c1)CCN2)c1cccs1 | -32% | x | -2 | 0% | x | i | x | 4% | 25%
Cc1c(N=Cc2cc3c(cc2Cl)OCO3)c(=O)n(-c2ccccc2)n1C | 6% | 12% | 0 | 7% | 6% | i | -4% | 17% | 1%
CC(C)COC(=O)N1CCCCC1c1cc(C(=O)Nc2ccccc2)no1 (configuration not stated) | -26% | x | -25 | -5% | -27% | u | x | -2% | -2%
Cc1c(C(=O)N2CCOCC2)c(S(=O)(=O)Nc2ccccc2F)c(C)n1C | 7% | -1% | -16 | -8% | 5% | i | 1% | 12% | 1%
CCOC(=O)c1ccc(NC(=S)NC(=O)c2nn(CC)cc2Br)cc1 | -20% | 3% | -1 | 4% | 3% | i | 4% | 8% | u
O=C(COc1ccc(Br)cc1)Nc1nc(-c2cccnc2)cs1 | 1% | 9% | 34 | u | -6% | i | u | u | 0%
COc1ccc(N2C(=O)C(CC(=O)Nc3ccccc3)N(Cc3cccs3)C2=O)cc1 (configuration not stated) | -1% | 10% | -18 | 4% | 22% | i | 0% | -1% | -6%
O=C(COc1ccc(F)cc1)Nc1ccc(S(=O)(=O)Nc2ncccn2)cc1 | 7% | 6% | 22 | 17% | 6% | i | -7% | 7% | 2%
CCCCCN(C(=O)CCC(=O)OCc1cc(C)ccc1C)c1c(N)n(CCCC)c(=O)[nH]c1=O | -17% | -2% | -63* | -19% | -17% | i | -21% | -26% | -2%
COc1cccc(CNC(=O)C2CCN(S(=O)(=O)N3CCCC3)CC2)c1 | 1% | -7% | 20 | 2% | 5% | i | 2% | 1% | -2%
Cc1ccc(N2CC(C(=O)NCCCn3ccnc3)CC2=O)cc1 (configuration not stated) | 2% | 4% | 2 | 0% | 1% | i | -7% | 0% | -3%
CN(C)C(CNC(=O)c1ccc(Cl)c(S(=O)(=O)N2CCCCCC2)c1)c1ccccc1 (configuration not stated) | -25% | -6% | -59* | -13% | -32% | i | u | -14% | 0%
COc1ccc(Cn2nnnc2C(c2ccc(C)cc2)N2CCN(C3CCCC3)CC2)cc1 (configuration not stated) | -25% | 11% | u | -26% | 6% | i | -4% | u | -16%
C1=Nc2c(NCc3ccccc3)ncnc2Oc2ccccc21 | -36% | u | -23 | u | 96%[activator] | i | 0%[9.22 µM] | -3% | u
O=C(Nc1cccc(Cl)c1Cl)c1ccc(-c2ccccc2)cc1 | 0% | 12% | 13 | u | -13% | u | -20% | -20% | 6%
CCCn1c(N)c(C(=O)CSc2nnc3n2CCCCC3)c(=O)[nH]c1=O | 13% | -8% | -15 | 5% | 3% | i | -19% | 1% | 22%
COC(=O)c1cc(-c2c(-c3ccc4c(c3)OCO4)noc2-c2ccsc2)cc([N+](=O)[O-])c1 | -1%&-15% | -32% | 17 | 17% | 4% | i | 13% | -3% | 0%&6%
CC(NCc1ccccc1)C1COc2ccccc2O1 (configuration not stated) | 10% | 5% | 24 | 8% | -15% | i | -9% | 22% | 13%
Cc1ccccc1-c1noc(-c2ccc(NCc3cccnc3)c([N+](=O)[O-])c2)n1 | -17% | x | x | x | 11% | i | x | x | 6%
Cc1cc(NS(=O)(=O)c2ccc(NC(=O)c3ccc(Cl)cc3Cl)cc2)no1 | 9% | 2% | 18 | 2% | -16% | i | -13% | -3% | 7%
Cc1ccccc1CN1C(=O)C(C)S/C1=N/N=C/c1ccco1 (configuration not stated) | -31% | 14% | -8 | -30% | -6% | i | -9% | -29% | -1%
Cc1ccccc1-c1nc2sc3c(c2c(=O)n1N)CCCC3 | -7% | 16% | -19 | -3% | 45%[activator] | i | 1% | -1% | -3%
COc1cc(OC)c(NS(=O)(=O)c2ccc3c(c2)NC(=O)CO3)cc1Cl | -9% | 17% | 0 | -12% | -16% | i | -6% | -2% | 9%
COc1ccc(N2CCN(C(=O)c3cc(C4CC4)nn3-c3ccccc3)CC2)cc1 | -7% | 15% | 5 | 6% | -6% | i | u | -2%[9.24 µM] | -24%
CCOC(=O)C1CCCN(C(=O)c2cn(CC)c3ccc(S(=O)(=O)N(C)C)cc3c2=O)C1 (configuration not stated) | 5% | 2% | -2 | 6% | 3% | i | -3% | 4% | 7%
C1CCN(c2nc3nonc3nc2N2CCCC2)C1 | -1% | -1% | -2 | -2% | 5% | u | -11% | -1% | 8%
C=CCc1ccc(OCCCCN2CCC(C)CC2)c(OC)c1 | -19% | u | -7 | -43% | 0% | u | u | -17% | 0%
O=C(N/N=C/c1cc2c(cc1[N+](=O)[O-])OCO2)c1ccccn1 | -7% | u | -4 | 2%[9.24 µM] | 17% | i | u | 5% | -9%
Cc1noc(C)c1C(=O)Nc1ccccn1 | 7% | -2% | 40 | 7% | 8% | i | -3% | -1% | 0%
CCOc1ccc(NC(=O)CSc2nc(C)c(C(=O)Nc3ccccc3)c(-c3ccc(Cl)cc3)c2C#N)cc1 | -3% | x | x | x | 2% | u | x | x | 3%
CCCCN1C(=O)C(NC(=O)CC(C)C)(C(F)(F)F)C2=C1CC(C)(C)CC2=O (configuration not stated) | 9% | -2% | -13 | 12% | 71%[activator] | i | u | 15% | -8%
O=C(COc1ccc(Br)cc1)N/N=C1/SCC(=O)N1Cc1ccco1 | -3% | 14% | 0 | -24% | 37% | i | u | -3% | -5%
O=C(N/N=C/c1cccc(C(F)(F)F)c1)c1ccccc1O | -43% | -1% | -19 | -13% | 5% | i | -1% | -15% | -6%
CCCCNC(=O)c1cccc(S(=O)(=O)N2CC3(C)CC2CC(C)(C)C3)c1 (configuration not stated) | -18% | -4% | -9 | -25% | -8% | i | -10% | -21% | -14%
CC(=O)CSc1nnc2[nH]c(=O)cc(N)n12 | 2% | x | x | x | 2% | i | x | x | 16%
Cc1ccc(-n2nnnc2-c2cnn(-c3cccc(F)c3)c2C(F)(F)F)cc1 | -21% | 9% | 1 | -4% | -8% | i | 1% | -12% | -20%
Cc1ccc(NC2SC(=O)N(Cc3cccc(C(=O)O)c3)C2=O)cc1 (configuration not stated) | -30% | 8% | 0 | -3% | 3% | i | 8% | -7% | 16%
CS(=O)(=O)N(CC(=O)N1CCCCCC1)c1cccc([N+](=O)[O-])c1 | -1% | 1% | 1 | 10% | -7% | i | -3% | 6% | -7%
Cc1ccc(Nc2nc(-c3c(C)nc4ccccn34)cs2)cc1 | -35% | u | -87* | u | u | u | u | 0.01µM* | 0.021µM*
O=C1CNC(=O)N1c1ccc(Cl)cc1 | 4% | 2% | -12 | 4% | -25% | i | 5% | 9% | 7%
CN1CCN(NC(=S)Nc2ccc(Oc3ccccc3)cc2)CC1 | -16% | 3% | -4 | -10% | -38% | i | -8% | -3% | -25%
O=C1C(=O)c2ccccc2C(O)=C1C1CCC(c2ccc(Cl)cc2)CC1 (configuration not stated) | 3% | 0.033µM* | 5 | 15% | 3%&-1% | i | 3% | u | u
CCn1nc(C)c(/C=N/NC(=O)c2ccc3c(c2)c(C)c(C)n3Cc2ccccc2)c1C | -31% | u | -3 | -9% | -6% | i | 0% | -6% | u
